Screening results as filed in PubChem BioAssay.
PKM2 activator: activators of human pyruvate kinase M2 | Potency, µM (series often up to 57.5 µM), for inactives: at the highest dose activation, hits mostly activators | P14618 | purified PKM2, Kinase-Glo ATP luminescence, activation; response scale: 0% is enzyme alone, no compound | actives 0.34% (n = 260,000); note: potency is the fitted concentration of half-maximal effect; % is set by controls: 0 for no effect and ±100 for the full control effect; nearly all actives have a fitted effect of over 55% in size
Target sequence (P14618 whole entry, looked up): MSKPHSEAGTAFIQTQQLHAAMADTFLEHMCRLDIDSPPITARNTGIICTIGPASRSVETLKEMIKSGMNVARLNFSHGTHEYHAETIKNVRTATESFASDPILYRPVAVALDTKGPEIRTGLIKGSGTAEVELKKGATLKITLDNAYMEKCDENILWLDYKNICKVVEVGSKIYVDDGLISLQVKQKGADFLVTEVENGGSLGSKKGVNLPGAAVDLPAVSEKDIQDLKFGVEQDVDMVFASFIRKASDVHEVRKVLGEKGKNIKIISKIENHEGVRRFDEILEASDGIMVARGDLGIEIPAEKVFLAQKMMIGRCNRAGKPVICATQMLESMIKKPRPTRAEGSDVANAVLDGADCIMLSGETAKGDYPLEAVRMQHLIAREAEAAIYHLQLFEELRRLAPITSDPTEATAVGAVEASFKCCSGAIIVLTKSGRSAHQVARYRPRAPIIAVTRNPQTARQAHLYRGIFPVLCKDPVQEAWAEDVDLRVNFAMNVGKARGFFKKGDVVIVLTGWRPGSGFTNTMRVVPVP
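hPK-M2, >95% pure; 0.1 mM ADP / 0.5 mM PEP final; imidazole pH7.2 buffer w/ 7 mM MgCl2, 50 mM KCl; 1 h RT; Kinase-Glo lum. Intermediate enzyme activity for dual inhibitor/activator qHTS.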
MLL CXXC-DNA inh: MLL CXXC-DNA interaction inhibition | Potency, µM (top dose mostly 115 µM), for the others: at the top dose activity change, negative = inhibition, actives largely listed as inhibitors | Q03164 | AID 2662 | MLL-CXXC / FITC-HOXA9 DNA fluorescence polarization | actives 0.037% (n = 290,000); active = well fitted inhibition curve with a large enough effect in the polarisation, with a control signal flat, not every such curve was filed as active; inconclusive = small, poorly fitted or top-dose-only effect, or effect the other way, or a change in a side signal; inactive = no such curve, though single readings can be large or run the other way; the % refers to the polarisation; note: potency is the fitted concentration of half-maximal effect
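Steps: dispense CXXC domain solution (7 uM) → pin compounds or unlabeled HOX-A9 DNA control → 5 min ambient → add FLSN-HOX-A9 solution (50 nM) → spin → 30 min ambient → fluorescence polarization. Tris pH 7.5/NaCl/DTT/BSA buffer.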
TRPV1 ag: human TRPV1 agonism. Q8NER1. TRPV1-expressing cells, Fluo-8 calcium influx, agonist mode. activation, % at 8.33 µM. actives 0.19% (n = 320,000). AID 540275; in the data active = activation above about 80%; inconclusive = between about 30% and that limit; note: 0% is about no effect
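TRPV1-expressing cells were cultured overnight at 35.5C and loaded with Fluo-8 calcium dye for 40 to 90 min at room temperature. After a 10 s baseline, compound was added and calcium influx was read kinetically for 3 min (ex 480/em 520 nm).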
Menin MLL FP TR: displaces Texas Red mutant MLL peptide from human menin; O00255; Menin + Texas Red MLL mutant peptide, fluorescence polarization; Potency, µM (top dose mostly 61.6 µM), without a hit: at the highest dose FP activity change, negative = inhibition, hits mostly inhibitors; actives 0.23% (n = 270,000); active = well fitted inhibition curve with a large enough effect in the polarisation, with a control signal flat, not every such curve was filed as active; inconclusive = small, poorly fitted or top-dose-only effect, or effect the other way, or a change in a side signal; inactive = no such curve, though single readings can be large or run the other way; the % refers to the polarisation; note: potency is the fitted concentration of half-maximal effect; % of control where 0% means no effect; many of its hits are not listed in these tables
B2AR arrestin: recruits beta-arrestin to the human beta2-adrenergic receptor; beta-arrestin recruitment to beta2AR, cell-based reporter; Potency, µM (top dose mostly 46.1 µM), for the others: at the top dose activation, actives largely listed as activators; P07550; AID 492947; actives 0.02% (n = 330,000);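 note: potency is the fitted concentration of half-maximal effect; 0% = DMSO controls and full agonism = EC100 isoproterenol or metaproterenol; nearly all actives have a fitted effect of over 65% in size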
GALK inhibitor: blocks human galactokinase activity; P51570; Purified GALK, Kinase-Glo residual ATP luminescence; Potency, µM (titrated, usually from 57.5 µM), inactives show at the top dose activity change, negative = inhibition, usual class: inhibitors; actives 0.007% (n = 270,000); AID 1868; note: potency is the fitted concentration of half-maximal effect; % is set by controls: 0 for no effect and ±100 for the full control effect
Target sequence (P51570 whole entry, looked up): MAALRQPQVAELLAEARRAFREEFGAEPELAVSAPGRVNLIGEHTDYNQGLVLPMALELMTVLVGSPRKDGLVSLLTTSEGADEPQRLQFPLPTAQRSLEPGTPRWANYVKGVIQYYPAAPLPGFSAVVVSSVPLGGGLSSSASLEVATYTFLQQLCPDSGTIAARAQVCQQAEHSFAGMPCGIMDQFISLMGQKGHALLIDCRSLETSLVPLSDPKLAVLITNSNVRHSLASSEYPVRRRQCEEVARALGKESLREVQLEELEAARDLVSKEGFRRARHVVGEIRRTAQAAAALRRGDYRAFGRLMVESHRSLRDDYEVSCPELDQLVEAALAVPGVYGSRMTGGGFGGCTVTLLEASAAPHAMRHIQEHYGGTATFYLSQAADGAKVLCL
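Galactose (100 uM) and ATP (35 uM) were turned over by 5 nM GALK for 1 h at RT. Kinase-Glo Plus then converted the remaining ATP into a luminescent signal.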
Giardia killer: Giardia lamblia killing; activity change, % at 7.66 µM, hits read low; Giardia lamblia trophozoite viability; AID 540267; actives 0.15% (n = 340,000); in the data active = activity change below about -80%; inconclusive = between about -30% and that limit;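 note: parasites exposed to compound for two days anaerobically before the ATP read; % is set by controls: 0 for no effect and ±100 for the full control effect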
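Giardia trophozoites, 100 cells per well, were exposed to compounds for 48 hrs at 37 deg C under anaerobic conditions; viability was then read as ATP content by bioluminescence after 15-30 min at room temperature.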
KCNH2 3.1 block: inhibitors of human KCNH2 3.1 potassium channel isoform. AID 720553. U2OS KCNH2 3.1, thallium flux FluxOr; stronger effect = lower value. actives 0.95% (n = 340,000). activity change, % (tested at about 1.8 µM);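 active = maximum activity change below -70%; inconclusive = maximum activity change from -70% to -50%; inactive = maximum activity change above -50%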;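 note: thallium influx rate constant from kinetic fluorescence after stimulation buffer; % is set by controls: 0 for no effect and ±100 for the full control effect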
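Thallium flux via FluxOr fluorescence (Red40 quencher, 45 min loading) in U2OS cells virally expressing the KCNH2 3.1 isoform (1.77 x 10^8 /mL virus, overnight at 37 C). Rate constants from 2-min kinetic reads post-stimulation, normalised to positive and negative controls.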
USP2a inh: inhibitors of human ubiquitin-specific protease USP2a | Potency, µM (top dose mostly 38.3 µM), for the others: top-dose activity change, negative = inhibition, hits mostly inhibitors | O75604 | USP2 core, Ub-CHOP2 coupled fluorogenic reporter, 485/531 | actives 0.01% (n = 330,000);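 note: potency is the fitted concentration of half-maximal effect; plate controls were DMSO wells for no effect and full inhibition by NEM control for full effect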
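Cell-free coupled assay: 10nM USP2 core preincubated 30min RT with compound in Tris-HCl pH 8.0/CaCl2/CHAPS buffer, then 25nM Ub-CHOP2 and 25nM reporter substrate; fluorescence (Ex 485/Em 531) read after 60min RT, normalized to NEM inhibition, concentration-response curves fitted.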
KCNH2 WT inh: inhibitors of human wildtype KCNH2 potassium channel. Q12809. U2OS, BacMam KCNH2, thallium flux FluxOr; stronger effect = lower value. activity change, % at 1.84 µM. actives 0.37% (n = 340,000);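 active = maximum activity change below -70%; inconclusive = maximum activity change between -70% and -50%; inactive = maximum activity change above -50%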; note: % is set by controls: 0 for no effect and ±100 for the full control effect
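U2OS cells transduced with wild-type KCNH2 virus are loaded with FluxOr dye for 45 min, and thallium flux is measured in kinetic reads before and after stimulation buffer. Rate constants are normalized to DMSO controls.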
FBPA coupling cs: coupling enzyme interference in Giardia aldolase counter-screen; coupling enzyme system counterscreen, AmpLite Red fluorescence; activity change, negative = inhibition, % at 58.2 µM, hits read low; actives 0.67% (n = 290,000); AID 2472; in the data active = activity change below about -30%; note: % is set by controls: 0 for no effect and ±100 for the full control effect
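Counterscreen of the coupled detection system alone, without aldolase: glyceraldehyde-3-phosphate coupling enzymes plus AmpLite Red readout. Compounds at 57.5 uM final, 10 min RT preincubation, 20 min RT reaction, fluorescence 525/598 nm.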
The depositor's hits bear a star; ? = inconclusive; . = no result given; [ ] = dose if it differs, or a comment. Unless noted, calls come from the whole dose curve; as a rule, active = well fitted curve in the direction sought with a large enough effect; inconclusive = small, poorly fitted or top-dose-only effect, or another doubt; inactive = no such curve, though single readings can be large; an effect the other way counts as inactive or inconclusive. This is a subset, so the mix of outcomes need not match the whole.

SMILES | PKM2 activator | MLL CXXC-DNA inh | TRPV1 ag | Menin MLL FP TR | B2AR arrestin | GALK inhibitor | Giardia killer | KCNH2 3.1 block | USP2a inh | KCNH2 WT inh | FBPA coupling cs
COC(=O)Cn1c(C)nc([N+](=O)[O-])c1Br | -6% | 22% | 2 | 19% | -0.3% | 8% | 0 | -1 | 0% | -4 | 3
Cc1oc(-c2ccccc2)nc1CS(=O)CC(=O)O (stereo unspecified) | -12% | -30% | -4 | -1% | -0.1% | 0% | -5 | 18 | 1% | 0 | -2
COc1ccc(OC)c(CNC(=O)CCCn2ccc3cc(S(=O)(=O)N4CCCC4)ccc32)c1 | . | -2% | -2 | 1% | -0.6% | -7% | 4 | 1 | 2% | 7 | -1
O=C(N/N=C/c1cccc(O)c1)C(=O)N1CCCCCC1 | 1% | -1% | -2 | 10% | -1.1% | -3% | 12 | 26 | 2% | 6 | 2
COc1ccc(CC(=O)N/N=C/c2sccc2C)cc1 | 3% | -5% | 3 | 6% | 0.6% | -1% | 13 | 5 | -2% | -1 | 0
CCOC(=O)c1ccccc1NC(=O)Cn1cnc2c(cnn2-c2ccc(F)cc2)c1=O | -1% | -2% | -1 | 6% | -0.2% | -2% | -3 | -5 | 1% | -10 | 2
CCOC(=O)c1cc(C)nc(SC)c1C#N | 4% | 0% | -3 | . | -0.6% | 1% | 13 | -15 | 2% | -4 | 4
Cc1ccc(NC(=O)CNc2cccc(Br)c2)cc1S(=O)(=O)N1CCOCC1 | . | . | . | . | 0.0% | . | 10 | -10 | -11% | 1 | .
Nc1nc(Cl)c(C=O)c(N2CCCCC2)n1 | -7% | 8% | 3 | -7% | 0.2% | 0% | -19 | -7 | 4% | -8 | 3
O=C(/C=C/c1ccc(OCCCF)cc1)Nc1ccnc(-c2cccnc2)n1 | -8% | 80%[activator] | 10 | -6% | 0.7% | 4% | 5 | -5 | 5% | 1 | 0
COc1cc(C2C(C#N)=C(N)Oc3cc(O)ccc32)cc2c1OCO2 (stereo unspecified) | ? | 4% | -2 | 29% | -0.7% | -4% | -12 | -12 | 1% | 4 | 9
COc1ccc2nc(COC(=O)c3cccc([N+](=O)[O-])c3)c(C(C)=O)[n+]([O-])c2c1 | 5% | 9% | 0 | . | 0.0% | 1% | ? | 9 | 10% | -6 | 3
CC(NC(=O)CS(=O)(=O)c1ccccc1)c1ccccc1 (stereo unspecified) | -12% | -3% | 0 | . | -1.2% | -3% | 1 | 14 | 0% | 19 | .
CCCS(=O)(=O)N1CCCC(C(=O)NCc2cccnc2)C1 (stereo unspecified) | -1% | 21% | 6 | 11% | -0.3% | 0% | 0 | 2 | 4% | 4 | 4
O=C(NC1CCCC1)c1ccc(CSCc2ccccc2F)o1 | -1% | 5% | ? | -22% | -0.3% | 0% | 0 | 1 | 3% | 25 | 3
Cc1ccc(NC(=S)N2CCCC(c3ccccc3)=N2)cc1 | 2% | -6% | 0 | . | -0.8% | . | 9 | -17 | -5% | 6 | 5
Cc1ccccc1C(=O)Nc1nnc(S(=O)(=O)N(C)Cc2ccco2)s1 | . | -1% | 6 | ? | 0.4% | 0% | -22 | 7 | -9% | -7 | -4
N/C(=N\OC(=O)c1ccccc1Cl)c1ccncc1 | -8% | -13% | -1 | ? | -1.9% | 7% | -6 | 6 | 1% | 4 | 2
COC(=O)c1cc(NC(=O)COC(=O)CCc2nc3ccccc3c(=O)[nH]2)cc(C(=O)OC)c1 | . | . | . | . | -1.2% | . | -16 | 11 | 0% | -18 | .
O=C1CC(SCCc2nc3ccccc3[nH]2)C(=O)N1c1ccc(F)cc1 (stereo unspecified) | 16% | -14% | 20 | -26% | 0.1% | -1% | -1 | 4 | 1% | -15 | 0
CCc1cccc(NC(=O)C2CCCN(c3cnccn3)C2)c1 (stereo unspecified) | -8%[0.46 µM] | 29% | 14 | 2% | 0.1% | 7% | 27 | 1 | 2% | -14 | -1
COc1ccc(NC(=O)CC23CC4CC(C2)CC(n2nnc(C)n2)(C4)C3)cc1 | -1% | 5% | 11 | 5% | -0.1% | 2% | 0 | -4 | 9% | 1 | -2
CN1CCNC(=O)C1CC(=O)NCCC1=CCCCC1 (stereo unspecified) | -2% | 0% | 1 | -15% | 1.0% | 0% | -8 | 4 | 0% | -21 | -3
Cc1ccc(NC(=O)CSc2nc3ccccc3c(=O)n2CCCC(=O)NCCCN2CCOCC2)cc1C | 1% | 1% | 8 | ? | -0.3% | 0% | -17 | -3 | 2% | 4 | 3
NS(=O)(=O)c1ccc(NC(=S)NCc2ccc(Cl)cc2)cc1 | 2% | -1% | ? | 14% | 0.5% | -6% | 7 | -10 | 4% | 13 | 1

The list goes on.
SMILES | PKM2 activator | MLL CXXC-DNA inh | TRPV1 ag | Menin MLL FP TR | B2AR arrestin | GALK inhibitor | Giardia killer | KCNH2 3.1 block | USP2a inh | KCNH2 WT inh | FBPA coupling cs
CSC(=Nc1ccc(Cl)cc1)N[n+]1ccccc1 | -1% | -3% | 1 | -17% | 0.0% | 0% | -10 | 11 | 3% | 32 | -3
O=C(CN1C(=O)NC2(CCCC2)C1=O)N1CCN(S(=O)(=O)c2ccc(Cl)c(C(F)(F)F)c2)CC1 | . | . | -3 | . | -1.6% | . | -18 | 3 | 1% | -1 | .
COc1ccccc1NC(=O)C(=O)N/N=C(\C)CC(=O)Nc1ccccc1C(F)(F)F | -5% | -2% | 0 | -7% | 0.2% | -2% | -18 | -1 | -1% | -12 | 0
Cc1ccc(NC(=O)CN2CCN(Cc3ccccc3)CC2)c(Br)c1 | 11% | 1% | 13 | ? | 0.3% | -6% | -6 | -87* | -21% | -39 | -5
CCOCC(=O)Nc1nnc(C)s1 | 0% | -3% | 1 | 0% | -0.1% | -2% | 6 | -4 | -1% | 8 | 1
COc1cc(CCN2C(=O)c3cccc4cccc(c34)C2=O)c(S(=O)(=O)NCCO)cc1OC | 4% | -3% | -1 | 5% | 2.2% | -3% | -3 | 4 | 2% | 5 | 3
COc1ccc(OC)c(-c2cc(C(=O)Nc3c(C)nn(Cc4ccccc4Cl)c3C)no2)c1 | 3% | -10% | 3 | 8% | -0.1% | 1% | -2 | -6 | 4% | -24 | 2
Cc1ccccc1Nc1nc(N)nc(COC(=O)c2c(C)noc2C)n1 | . | . | . | . | 0.5% | . | 8 | -1 | 5% | -6 | .
Cc1ccc(-n2ncc(Cl)c2C(=O)NC2CC2)cc1 | -15% | 4% | 4 | 3% | 3.8% | 3% | -5 | -15 | 2% | 1 | -1
CC1CCc2cc(F)ccc2N1C(=O)C12CCC(C)(C(=O)O1)C2(C)C (stereo unspecified) | 12% | 1% | 12 | -9% | -0.1% | 3% | 37[activator] | -22 | 0% | 1 | 0
CCOc1ccccc1N1CC(C(=O)N(C)Cc2cccnc2)CC1=O (stereo unspecified) | -1% | 0% | 1 | -8% | -0.3% | 0% | 10 | -4 | 0% | 2 | 0
c1ccc2c(c1)nc(N1CCCCC1)c1ccccc12 | 1% | 2% | 8 | . | 0.2% | -2% | 7 | 2 | -1% | 4 | 0
Cc1ccc(CC(=O)N2CCC(c3nc4c(nnn4Cc4ccccc4)c(=O)[nH]3)CC2)cc1 | -5% | 2% | 0 | -10% | 0.6% | -3% | 19 | -1 | 0% | 0 | 0
O=C(N/N=C/c1ccccc1C(F)(F)F)c1ccc(O)cc1 | 3% | 1% | 13 | 12% | 0.2% | 0% | -19 | 0 | 2% | 0 | -2
COc1ccc(-n2nc3c(c2NC(=O)CBr)CSC3)cc1 | . | 2% | 1 | 5% | 0.5% | 4% | -3 | 8 | 2% | 4 | 0
O=C(CSc1nnc2ccc(-c3cccnc3)nn12)Nc1cccc(F)c1 | . | . | 0 | . | -0.3% | . | 10 | 8 | 1% | 2 | .
CCN1C(=O)/C(=C/c2cccs2)S/C1=N\S(=O)(=O)c1ccc(C)cc1 | -2% | 9% | 0 | -7% | -0.8% | 0% | 19 | 2 | -1% | 13 | 0
Cn1c(=O)c2c(SC3CCCC3)nc(C3CC3)nc2n(C)c1=O | -14% | 4% | . | 1%[11.7 µM] | 0.2% | 1% | 2 | -4 | 2% | 3 | 6
O=C(NCc1ccc2c(c1)OCO2)c1ccc(S(=O)(=O)C(F)F)cc1 | 7% | 5% | 14 | -1% | -0.2% | 4% | 12 | -6 | -4% | 3 | 4
O=C(Nc1ccc(F)cc1Cl)C1=COCCO1 | . | . | 0 | . | -0.2% | . | -25 | 1 | 0% | -5 | .
